# Compound activity: PubChem, National Center for Advancing Translational Sciences (NCATS)
# Pol beta inh – DNA polymerase beta (human) inhibition | P06746 | Pol beta primer extension/strand displacement, fluorescence kinetic | Potency, µM (doses to about 114 µM), without a hit: at the top dose activity change, negative = inhibition, most hits filed as inhibitors | hit rate 1.3% among 340,000 | AID 485314; also: potency is read from the fitted curve at half-maximal effect; % is scaled to controls: 0 for no effect and ±100 for the full control effect
#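 Curves were derived by four-parameter Hill fits of normalized qHTS data. The kinetic fluorescent primer-extension read was taken at 0 and 10 min after 50 nM substrate, following a 15 min room-temperature preincubation of 10 nM enzyme with compounds.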
# POLH inh – blocks human DNA polymerase eta activity | Q9Y253 | recombinant Pol eta, fluorescent DNA replication assay | Potency, µM (doses to about 114 µM), without a hit: at the top dose activity change, negative = inhibition, hits mostly inhibitors | hit rate 1.2% among 390,000 | AID 588591; also: potency is read from the fitted curve at half-maximal effect; % is scaled to controls: 0 for no effect and ±100 for the full control effect
#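 Pol eta at 10 nM preincubated with compounds 15 min at room temperature; reaction started with fluorescent substrate (50 nM final) and read kinetically at 0 and 10 min.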
# Glioma ERSR ind – inducers of ER stress response in human glioma cells; Potency, µM, inactives show at the highest dose activation, most hits filed as activators; AID 602332; hit rate 0.02% among 420,000; U87-MG GRP78 promoter luciferase reporter, 16 h; also: potency is read from the fitted curve at half-maximal effect; series mostly up to about 76 µM; % of control where 0% means no effect; nearly all actives have a fitted effect of over 35% in size
#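 Stably transfected U87-MG glioma cells carrying a GRP78-based luciferase sensor; 16 h compound incubation. Luminescence end-point read 10 min after Bright-Glo addition at room temperature.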
# POLK inh – blocks human DNA polymerase kappa activity | purified Pol kappa, fluorescent DNA synthesis assay, 10 min | AID 588579 | Potency, µM (top dose mostly 107 µM), inactives show at the top dose activity, negative = inhibition, most hits filed as inhibitors | hit rate 0.53% among 400,000; also: potency is read from the fitted curve at half-maximal effect; % is scaled to controls: 0 for no effect and ±100 for the full control effect
#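 Inhibition of 10 nM Pol kappa is measured by a fluorescent read-out at 0 and 10 min following addition of 50 nM substrate (final), with a 15-min room-temperature compound preincubation.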
# APEX1 inh – blocks human APE1 abasic DNA cleavage; AID 2517; P27695; hit rate 0.35% among 350,000; recombinant APE1, TAMRA/BHQ-2 abasic DNA cleavage fluorescence; Potency, µM (highest dose often 65.8 µM), for the others: at the top dose activity change, negative = inhibition, actives largely listed as inhibitors;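 also: potency is read from the fitted curve at half-maximal effect; plate controls were vehicle for no effect and reference inhibitor for full effect; nearly all actives have a fitted effect of over 55% in size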
#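 APE1 at 0.75 nM final was preincubated with compound 15 min at room temperature, then 50 nM double-stranded THF abasic-site substrate (5'-TAMRA/3'-BHQ-2) was added. Fluorescence (ex 525/em 598 nm) was read kinetically; third-minus-first read gave activity.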
# BLM inh – Bloom syndrome helicase (human) inhibition | P54132 | hit rate 0.2% among 350,000 | Potency, µM (series often up to 56.1 µM), for the others: top-dose activity change, negative = inhibition, hits mostly inhibitors | recombinant BLM DNA unwinding, fluorescence dequenching | AID 2528;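 also: potency is read from the fitted curve at half-maximal effect; plate controls were vehicle for no effect and no enzyme for full effect; nearly all actives have a fitted effect of over 35% in size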
# Target sequence (P54132 whole entry, looked up): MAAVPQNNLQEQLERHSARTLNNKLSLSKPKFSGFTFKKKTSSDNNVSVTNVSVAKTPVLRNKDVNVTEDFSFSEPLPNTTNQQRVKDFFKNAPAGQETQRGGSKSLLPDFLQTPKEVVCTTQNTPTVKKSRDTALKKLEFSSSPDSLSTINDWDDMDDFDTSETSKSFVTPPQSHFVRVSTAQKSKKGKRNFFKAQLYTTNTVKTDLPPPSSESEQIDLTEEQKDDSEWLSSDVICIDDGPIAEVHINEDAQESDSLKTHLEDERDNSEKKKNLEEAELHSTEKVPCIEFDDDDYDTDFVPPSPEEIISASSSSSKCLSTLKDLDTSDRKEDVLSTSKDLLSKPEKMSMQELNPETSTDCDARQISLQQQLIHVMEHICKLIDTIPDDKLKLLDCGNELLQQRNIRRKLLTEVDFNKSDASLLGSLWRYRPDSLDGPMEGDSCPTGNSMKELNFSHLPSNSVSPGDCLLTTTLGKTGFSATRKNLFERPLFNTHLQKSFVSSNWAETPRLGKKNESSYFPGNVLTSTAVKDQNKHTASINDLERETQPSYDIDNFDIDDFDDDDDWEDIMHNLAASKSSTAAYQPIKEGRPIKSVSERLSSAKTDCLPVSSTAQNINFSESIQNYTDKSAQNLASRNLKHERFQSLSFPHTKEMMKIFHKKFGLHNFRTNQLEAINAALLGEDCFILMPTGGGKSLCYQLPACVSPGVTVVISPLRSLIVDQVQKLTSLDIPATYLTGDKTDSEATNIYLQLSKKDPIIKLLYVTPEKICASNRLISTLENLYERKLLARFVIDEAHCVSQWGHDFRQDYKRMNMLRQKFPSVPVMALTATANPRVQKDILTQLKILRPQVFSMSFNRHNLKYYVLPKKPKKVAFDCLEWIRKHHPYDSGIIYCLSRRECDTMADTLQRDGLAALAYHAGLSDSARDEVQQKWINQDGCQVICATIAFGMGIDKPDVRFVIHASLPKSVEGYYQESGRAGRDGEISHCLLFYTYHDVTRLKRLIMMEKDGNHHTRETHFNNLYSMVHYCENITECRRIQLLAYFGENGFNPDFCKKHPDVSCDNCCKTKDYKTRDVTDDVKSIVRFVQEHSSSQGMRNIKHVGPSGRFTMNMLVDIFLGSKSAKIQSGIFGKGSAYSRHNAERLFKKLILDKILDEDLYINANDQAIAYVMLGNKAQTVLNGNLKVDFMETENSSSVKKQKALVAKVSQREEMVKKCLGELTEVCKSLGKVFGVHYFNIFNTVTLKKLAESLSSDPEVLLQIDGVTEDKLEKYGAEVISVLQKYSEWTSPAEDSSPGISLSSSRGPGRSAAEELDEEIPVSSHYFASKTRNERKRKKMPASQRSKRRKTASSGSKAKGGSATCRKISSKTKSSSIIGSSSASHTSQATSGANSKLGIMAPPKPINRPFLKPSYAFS
# Anesthetic bind – candidate novel general anesthetic via apoferritin binding; P02791; apoferritin/1-aminoanthracene competitive binding, fluorescence; Potency, µM (doses to about 77.5 µM), for inactives: top-dose activity change, negative = displacement, most hits filed as inhibitors; hit rate 0.074% among 350,000; AID 485281; also: potency is read from the fitted curve at half-maximal effect; % is scaled to controls: 0 for no effect and ±100 for the full control effect; nearly all actives have a fitted effect of over 20% in size
#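 Horse-spleen apoferritin (10 uM) in 50% saturated 1-aminoanthracene in PBS was incubated 10 min at room temperature with compound. Fluorescence (ex 380, em 535 nm) was normalized to free and bound 1-AMA, with concentration-response fitted by a four-parameter Hill equation.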
# LDHA block – inhibitors of human lactate dehydrogenase A | activity change, % (values are at about 110 or 230 µM) | AID 1347041 | P00338 | purified LDHA, NADH/diaphorase-resazurin fluorescence; active compounds read low | hit rate 0.15% among 480,000; in the data active = activity change below about -30%; inconclusive = mostly about -25% to -30%;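 also: plate controls were DMSO wells for no effect and wells without enzyme for full effect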
#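 Remaining NADH was detected by diaphorase (0.133 mg/mL) converting 37 µM resazurin to fluorescent resorufin, read at 0 and 20 minutes. The preceding 5-minute room-temperature reaction used 2 nM LDHA, 0.2 mM sodium pyruvate and 0.06 mM NADH at pH 7.4.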
# POLI inh – inhibitors of human DNA polymerase iota | Q9UNA4 | Pol iota fluorescent replication assay, 10 min | Potency, µM (titrated, usually from 115 µM), without a hit: at the highest dose activity, negative = inhibition, hits mostly inhibitors | hit rate 1% among 390,000; also: potency is read from the fitted curve at half-maximal effect
#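 Pol iota at 10 nM preincubated 15 min with compounds at room temperature; reaction started with fluorescent substrate, 50 nM final. Fluorescence read kinetically at 0 and 10 min; buffer-only wells as negative control.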
# The depositor's hits bear a star; ? = inconclusive; . = no result given; [ ] = remark or other dose. Unless noted, calls follow the shape of the dose curve; as a rule, active = well fitted curve in the direction sought with a large enough effect; inconclusive = small, poorly fitted or top-dose-only effect, or another doubt; inactive = no such curve, though single readings can be large; an effect the other way counts as inactive or inconclusive. This is a subset, so the mix of outcomes need not match the whole.
SMILES,Pol beta inh,POLH inh,Glioma ERSR ind,POLK inh,APEX1 inh,BLM inh,Anesthetic bind,LDHA block,POLI inh
COc1ccccc1-n1cnnc1SCC(=O)c1c[nH]c2ccccc12,-2%,-10%,-1%,3%[60.1 µM],-1%,4%,5%,-1,47%[activator]
COc1cc(NS(=O)(=O)c2ccc(NC(=S)NC(=O)c3sc4ccccc4c3Cl)cc2)ncn1,-23%,25µM*,-1%,-14%,-3%,-12%,-17%,-9,?
Cc1ccc(S(=O)(=O)n2nc(OC(=O)C(C)(C)C)cc2N)cc1,24%,-8%,-9%,-7%,-3%,-7%,?,-2,15%
COc1ccccc1N1CN(CCc2ccccc2)CNC1=S,11%,-13%,-3%,5%,-7%,4%,11%,-4,41%[activator]
COc1cc(C(=O)Nc2oc(-c3ccccc3)c(-c3ccccc3)c2C#N)cc(OC)c1OC,1%,3%,-4%,1%,0%,-3%,-8%,-2,11%
COc1cc(OC)cc(C(=O)NCC2CCCN(Cc3ccc(SC)cc3)C2)c1 (stereo not given),?,-4%,-4%,-9%,-10%,-7%,-16%,-13,19%
CCOC(=O)CCSc1nc(C)c2ccccc2n1,?,1%,3%,-7%,0%,-2%,-20%,-1,3%
Cc1c[nH]c2cccc(OCC(O)CNC(C)(C)C)c12 (stereo not given),9%,-8%,-4%,-12%,?,-23%,-2%,5,9%
CCC(C)(C)n1nnnc1C(c1cc2ccc(OC)cc2[nH]c1=O)N1CCc2ccccc2C1 (stereo not given),3%,-13%,3%,-12%,-2%,-11%,3%,6,27%
CCOc1ccccc1Nc1nc(-c2ccc(C)cc2)c(CC(=O)O)s1,5%,-11%,-1%,0%,.,-3%,-15%,-12,-10%
CCOCCCNC(=O)C(NC(=O)c1ccc(NC(C)=O)cc1)c1ccc(OC)cc1 (stereo not given),2%,-3%,2%,-16%,2%,4%,1%,-5,0%
NS(=O)(=O)c1ccc(NC(=O)COC(=O)CCc2ccccc2)cc1,2%,-15%,-2%,-2%,-1%,-8%,-11%,-4,26%
Cc1cc(-c2nnc(CCC(=O)N(CC3CCC3)CC3CCCO3)o2)no1 (stereo not given),11%,-16%,8%,-3%,1%,-3%,-5%,-6,89%[activator]
CCn1c(=O)c2cc(S(=O)(=O)NC3CCCCC3)ccc2n(CC)c1=O,-7%,-7%,0%,-3%,2%,0%,0%,0,11%
COc1ccc(-n2c(Cc3ccccc3)nnc2SCc2nc(-c3cccs3)no2)cc1,-7%,-19%,-4%,-11%,.,0%,-1%,-4,-26%
CN1CCc2c(sc3c2C(=O)NC(c2ccc(OC(=O)c4ccc(Cl)cc4)cc2)N3)C1 (stereo not given),12%,-29%,-1%,-7%,.,2%,-6%,-2,26%
COc1cc(C(=O)N/C(=C\c2cn(S(=O)(=O)N(C)C)c3ccccc23)C(=O)NCCCO)cc(OC)c1OC,1%,4%,-3%,4%,0%,-1%,-14%,0,-8%
N#Cc1ccccc1OCC(=O)N1N=C(c2cccs2)CC1c1ccco1 (stereo not given),.,-6%,4%,-11%,-1%,.,.,-10,-25%
c1ccc(CNc2nc(NCc3ccccc3)c3ccccc3n2)cc1,-6%,-17%,-17%,-5%,1%,4%,-8%,1,47%[activator]
Cn1c(CC(=O)Nc2ccccc2C(F)(F)F)c(Sc2ccccc2)c2ccccc21,19%,-11%,-3%,-11%,7%,1%,-3%,-11,2%
O=C(CSc1nnnn1-c1ccc(Cl)cc1)N1CCNC1=O,.,-16%,7%,-6%,9%,.,.,0,-6%
C=CCN(CC=C)C(=S)Nc1cc(Cl)ccc1OC,31%,-1%,1%,-25%,7%,-7%,?,-6,20%
COc1ccc(C(=O)N/C(=C\c2cn(S(=O)(=O)N(C)C)c3ccccc23)C(=O)N2CCOCC2)cc1,-1%,-14%,-5%,-3%,61%[activator],-3%,-21%,-6,-8%
Nc1ccc2ccc(O)cc2c1,.,50µM*,11%,?,.,.,.,13,?
CCOC(=O)c1cc2oc(C(c3nnnn3C3CCCCC3)N3CCOCC3)cc2[nH]1 (stereo not given),21%,-8%,-5%,-6%,13%,-1%,-6%,-2,-5%
CCOCCCNC(=S)NCCCNc1nc2ccc(C)cc2cc1C#N,0%,.,.,.,-1%,3%,38%[activator],.,.
Cc1sc2nc(-c3cccs3)nc(N3CCCN(C)CC3)c2c1C,?,.,.,.,?,3%,-6%,.,.
CN(C)CCn1c(NC(=O)c2ccc(Cl)cc2)nc2ccccc21,2%,-7%,7%,-5%,5%,-6%,48%[activator],-1,18%
Cc1ccccc1NC(=O)Cc1nc(COC(=O)c2cc([N+](=O)[O-])ccc2NCCO)cs1,.,-4%,-3%,-7%,-2%,.,.,-2,-11%
OC[C@H]1OC(O)[C@H](O)[C@@H]1O (stereo not given in full),.,-2%,-2%,-14%,7%,.,.,-6,-2%
CCN(C(=O)Cn1nc(Cc2cccnc2)c2ccccc2c1=O)c1cc(C)ccc1C,7%,-15%,-2%,-9%,.,-1%,-2%,-6,14%
c1ccc(OCCCc2nc(-c3cccnc3)no2)cc1,-20%,-6%,-2%,-5%,8%,-5%,-3%,0,-17%
Fc1ccc(Nc2ccnc(-c3ccoc3)n2)cc1,.,.,2%,-6%[60.1 µM],-3%,-4%,.,.,.
COc1ccc(-n2c(SCC(=O)N/N=C(\C)c3cccnc3)nc3ccccc3c2=O)cc1,-1%,?,-1%,-8%,9%,-1%,-13%,-4,-9%[58.9 µM]
CCC(C)c1ccc(NC(=O)C2CCCN(c3ncccn3)C2)cc1 (stereo not given),?,-2%,7%,-16%,3%,-5%,?,0,24%
Cc1ccccc1Nc1nc(-c2sc(NC(=O)c3cccc(Cl)c3)nc2C)cs1,-18%,.,.,.,-8%,0%,-6%,.,.

# Marked active in POLH inh, among the entries above:
molecule | POLH inh | Glioma ERSR ind | POLK inh | APEX1 inh | BLM inh | LDHA block | POLI inh
COc1cc(NS(=O)(=O)c2ccc(NC(=S)NC(=O)c3sc4ccccc4c3Cl)cc2)ncn1 | 25µM* | -1% | -14% | -3% | -12% | -9 | ?
Nc1ccc2ccc(O)cc2c1 | 50µM* | 11% | ? | . | . | 13 | ?

# (continued)
SMILES,Pol beta inh,POLH inh,Glioma ERSR ind,POLK inh,APEX1 inh,BLM inh,Anesthetic bind,LDHA block,POLI inh
O=c1[nH]c(N2CCCCC2)nc2ncn(Cc3ccccc3)c12,9%,20%,-3%,14%,-1%,-1%,-9%,1,21%
Cc1[nH]c2ccccc2c1C1(O)C(=O)N(Cc2ccc(Cl)cc2)c2ccccc21 (stereo not given),3%,.,.,-10%,.,-9%,-14%,0,-10%
COc1ccc(CCNC(=O)[C@H](CCSC)NC(=O)N2CCn3c2nc2ccccc23)cc1OC,-26%,-15%,-5%,3%,41%,3%,-3%,-2,-8%
CCn1c2ccccc2c2cc(NC(=O)CSc3nnc(-c4cccc(Cl)c4)o3)ccc21,?,-15%,-1%,-9%,-4%,-4%,-14%,-3,-3%
CCOC(=O)N1CCC(NC(=O)C2CCN(C(=O)c3cc4sccc4n3CC)CC2)CC1,23%,-22%,-4%,1%,0%,-1%,2%,-3,33%[activator]
CCOP(=O)(OCC)c1ccc2ccc3ccccc3c(=O)c2c1,.,-3%,-3%,2%,-12%,.,.,-5,31%[activator]
CCc1ccccc1N(CC(=O)NCCc1ccccc1)C(=O)CCC(=O)Nc1ccccn1,-1%,-15%,-1%,-3%,49%[12.4 µM],-4%,-21%,-17,45%[activator]
COc1ccc(CSc2n[nH]c(C)n2)cc1[N+](=O)[O-],6%,-19%,-4%,-6%,10%,3%,-10%,-6,-5%
O=C(NCCN1CCCC1)c1ccc(Cl)cc1Cl,-21%,-4%,-3%,-8%,-2%,0%,-2%,1,96%[activator]
O=C(NC1CCS(=O)(=O)C1)c1ccc(S(=O)(=O)N2CCCCC2)cc1 (stereo not given),?,-23%,-5%,-2%,-3%,-1%,-7%,-8,123%[activator]
O=C(Oc1cccc(F)c1)c1ccc2c(=O)n3c(nc2c1)CCC3,.,?,-1%,-17%,21%,.,.,1,-11%
COc1ccc(N(CC(=O)Nc2ccc(C)cc2C)S(=O)(=O)c2c(C)n[nH]c2C)cc1,7%,-9%,-3%,-9%,-20%,0%,3%,-1,-8%
Cc1cc(NC(=O)c2cccc(F)c2)ncc1NC(=O)c1ccco1,14%,-17%,-9%,4%,2%,-1%,-5%,-1,1%
CC1=C(C(=O)Nc2cccc(C(F)(F)F)c2)C2(CCCCCC2)OC1=O,?,-8%,-1%,-8%,.,-8%,-3%,2,-9%
COC(=O)C1=C(C(=O)OC)[C@@H]2N(C)c3ccccc3[C@@]23C[C@@H](C(=O)OC)N(C(=O)COCc2ccccc2)C3=N1,9%,-14%,-2%,-12%,-4%[12.4 µM],-1%[12.4 µM],-7%,3,-11%
CCOc1ccc(-c2cn3nc(CC(C)C)sc3n2)cc1,1%,-14%,4%,3%,.,1%,-5%,5,2%
Nn1c(Cc2cccc3ccccc23)nnc1SCC(=O)N1CC(=O)Nc2ccccc21,3%,-15%,-3%,5%,7%,1%,-7%,-5,1%
CN(C)CCNc1ncnc2c1cnn2-c1ccc(Cl)cc1,27%,-1%,-7%,-1%,-2%,27%,-23%,-6,-23%
CCn1c(SCC(=O)Nc2ccc(NC(C)=O)cc2)nnc1C1CC1,8%,-10%,-1%,14%,2%,1%,-3%,1,-3%
COc1ccccc1NC(=O)C(=O)Nc1ccccn1,12%,-2%,7%,-4%,-5%,0%,-9%,1,16%
O=C(CNCc1ccc(Cl)cc1)NCc1ccco1,-1%,11%,-2%,-2%[60.1 µM],3%,1%,-13%,-21,5%
